Compound activity deposited in PubChem by several laboratories.
sPLA2-III inh: Inhibits HGIII-sPLA2 liposome hydrolysis, primary screen | AID 743126 | QFRET BODIPY PC-A2 liposome hydrolysis, fluorescence | 370,000 tested, 0.56% active | Q9NZ20 | inhibition, % at 12.2 µM;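 active means inhibition above mean plus 3 SD of compounds lying within the high and low control bounds, cut at about 19% in these data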;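 further: 0% = median of test compound wells and 100% = no enzyme DMSO wells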
PG9 Ab binder: PG9 antibody binding by small molecule | AID 624416 | inhibition, % at 6.7 µM | TR-FRET gp120-PG9 antibody binding | 360,000 tested, 0.43% active; in the data active means inhibition above about 8.5%
hgDAF12 agonist: activates the H. glycines DAF-12 receptor ligand-binding domain; activation, % at 6.8 µM; HEK293 GAL4-hgDAF12 UAS-luciferase reporter, agonist luminescence; normalized to butyrate control; AID 687014; 370,000 tested, 1.8% active;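 active means activation above a cutoff set at the mean of all screened compounds plus 3 SD, cut at about 10% in these data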;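 further: 0% = DMSO wells and 100% = sodium butyrate wells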
PLC-beta3 inh: PLC-beta3 (human) inhibition, primary screen | Purified PLC-beta3, fluorogenic substrate, fluorescence | inhibition, % at 12.2 µM | 370,000 tested, 0.18% active | AID 720704; in the data active means inhibition above about 11%;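 further: 0% = median of compound wells on plate and 100% = full blocker control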
ssDAF12 agonist: activators of S. stercoralis DAF-12 nuclear receptor; HEK293 ssDAF-12/GRIP1 lit1-tk-luc reporter, luminescence; % of 3 µM dafachronic acid response; activation, % at 6.8 µM; 370,000 tested, 1% active;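 active means activation above the mean over all tested compounds plus 3 SD, cut at about 0.9% in these data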;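 further: 0% = DMSO-only wells and 100% = 3 µM delta7-dafachronic acid wells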
DAX1 inh-1: DAX1 (NR0B1) inhibition, primary screen; HEK293T StAR-luciferase reporter, SF-1/DAX-1 repression relief; inhibition, % at 6.8 µM; 370,000 tested, 1.1% active; AID 652010;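 active means inhibition above the mean over all tested compounds plus 3 SD, cut at about 3.6% in these data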;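 further: 0% = DAX-1 cells with DMSO and 100% = cells lacking DAX-1 with DMSO; higher inhibition means more luminescence from relief of DAX-1 repression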
GAA850 FXN act: increases GAA850 frataxin promoter reporter activity | 360,000 tested, 0.56% active | activation, % at 6 µM | HEK293 lucGAA850 FXN promoter luciferase reporter, 24 h; percent of 10 µM SAHA response | AID 540364;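 active means activation above the average of all compounds screened plus 3 SD, cutoff fixed separately per campaign, cut at about 7.5% in these data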;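 further: 0% = DMSO wells and 100% = 10 µM SAHA wells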
SMARCA2 act: activators of SMARCA2 function. MG213 cells, MMTV-luciferase reporter, dexamethasone, overnight. activation, % at 9.1 µM. 370,000 tested, 1% active. AID 652017; in the data active means activation above about 7.8%;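 further: 0% = vehicle wells and 100% = reference activator wells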
hcDAF-12 act: activators of H. contortus DAF-12 nuclear receptor. 370,000 tested, 1.4% active. AID 652067. activation, % at 6.8 µM. HEK293 hcDAF-12 lit1-tk-luc reporter, luminescence; 0% DMSO, 100% Δ7-dafachronic acid;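 active means activation above the mean of all tested compounds plus 3 SD, cut at about 5.5% in these data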;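 further: 100% = response to 3 µM Δ7-dafachronic acid high control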
DAX1 inh-2: NR0B1 (DAX1) inhibition; P51843; HEK293 Gal4-DAX1 luciferase reporter, luminescence; inhibition, % at 6.75 µM; 340,000 tested, 0.99% active; AID 504766;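 active means inhibition above the mean over all tested compounds plus 3 SD, cut at about 4.2% in these data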;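 further: 0% = DAX1-transfected cells with DMSO and 100% = empty-vector control cells with DMSO; inhibition shows as a rise in luminescence from relieved DAX1 repression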
Target sequence (P51843 207-470 limits assumed): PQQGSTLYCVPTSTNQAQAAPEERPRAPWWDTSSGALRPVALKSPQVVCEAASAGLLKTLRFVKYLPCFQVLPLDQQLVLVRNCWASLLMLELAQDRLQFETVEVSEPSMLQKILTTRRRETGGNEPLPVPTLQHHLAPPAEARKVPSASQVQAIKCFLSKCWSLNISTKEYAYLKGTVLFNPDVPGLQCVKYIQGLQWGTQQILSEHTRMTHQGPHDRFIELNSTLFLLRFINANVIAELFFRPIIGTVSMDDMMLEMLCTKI
NR1D1 modulator: modulators of human Rev-erb alpha DNA binding | P20393 | Rev-erbα–FITC-DNA binding, fluorescence polarization, 90 min | activity, % at 10 µM | 370,000 tested, 0.79% active | AID 1259318;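 active means activity above about 14%, limit read from the data; passing the limit was not always enough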;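 further: 0% = DMSO wells with 35 nM protein and 100% = DMSO wells with 750 nM protein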
Target sequence (P20393 whole entry, looked up): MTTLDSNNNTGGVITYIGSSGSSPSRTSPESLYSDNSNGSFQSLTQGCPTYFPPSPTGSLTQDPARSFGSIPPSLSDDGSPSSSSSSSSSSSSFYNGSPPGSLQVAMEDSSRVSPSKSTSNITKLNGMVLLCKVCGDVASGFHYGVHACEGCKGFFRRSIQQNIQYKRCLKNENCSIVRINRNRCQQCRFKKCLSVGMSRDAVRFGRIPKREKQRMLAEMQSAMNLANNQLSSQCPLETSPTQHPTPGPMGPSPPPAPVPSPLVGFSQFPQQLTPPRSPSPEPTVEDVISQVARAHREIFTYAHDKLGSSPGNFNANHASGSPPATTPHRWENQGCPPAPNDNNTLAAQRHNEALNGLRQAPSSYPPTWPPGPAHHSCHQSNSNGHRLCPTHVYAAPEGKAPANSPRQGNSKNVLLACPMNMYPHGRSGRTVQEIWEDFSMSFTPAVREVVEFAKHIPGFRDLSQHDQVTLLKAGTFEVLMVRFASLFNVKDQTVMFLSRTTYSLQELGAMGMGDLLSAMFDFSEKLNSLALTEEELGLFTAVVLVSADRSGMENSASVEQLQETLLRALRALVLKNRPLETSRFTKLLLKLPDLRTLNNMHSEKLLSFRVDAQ
* hit, by the source's call; . = no result given; & = joins results of further samples.

molecule,sPLA2-III inh,PG9 Ab binder,hgDAF12 agonist,PLC-beta3 inh,ssDAF12 agonist,DAX1 inh-1,GAA850 FXN act,SMARCA2 act,hcDAF-12 act,DAX1 inh-2,NR1D1 modulator
Oc1ccc(C=Nc2ccc(N3CCOCC3)cc2)c(O)c1,-1,-3.3,-2.4,-29,-0.9,-0.4,1.6,-3,-2.8,-0.7,-8
COc1ccccc1-c1c(C)oc2cc(OCC(=O)OCc3ccccc3)ccc2c1=O,-6,1.1,-2.3,-2,-0.6,-0.2,3.9,-2,-1.0,0.2,2
CC(=O)N1N=C(c2cccs2)CC1c1cccc([N+](=O)[O-])c1 (stereo not given),2,1.2,-1.0,0,-1.6,-0.4,3.5,0,0.5,1.5,3
CCO[C@@H]1OC(C(=O)NCc2nc3ccccc3[nH]2)=C[C@H](C)[C@H]1CCCO,2,-0.5,-0.1,-3,-1.5,-0.2,-1.1,-2,-1.0,-1.1,1
C=CCN(c1ccccc1C(=O)O)S(=O)(=O)/C=C/c1ccccc1,4,-0.7,-1.1,-4,-2.0,1.1,0.3,1,-1.0,-0.1,-5
O=C(CSCc1c(Cl)cccc1Cl)N1CCOCC1,1,-2.2,-0.8,3,-1.8,-0.3,-0.9,-3,-2.1,-0.4,-1
COc1ccc(S(=O)(=O)N(C)Cc2ccc3c(c2)OCCO3)cc1,-11,-1.4,0.5,-7,-1.3,0.5,1.2,-5,-0.8,0.1,1
COc1ccc(C(=O)O)cc1NC(=S)NC(=O)c1ccc(-c2ccc(Cl)cc2)o1,0,-0.2,-0.8,-5,-1.1,-0.7,-0.9,0,-1.3,0.0,6
CC(C)Oc1ccc(C(=O)N(CN2CCCC2=O)c2ccc(F)cc2)cc1,-1,-2.5,2.6,4,-0.9,-0.1,-2.8,-1,0.2,-0.2,8
O=C(/C=N/O)Nc1ccccc1C(=O)O,-1,-1.2,0.0,2,-0.7,-0.1,-0.5,4,-0.2,0.8,-3
CCN1C(=S)N[C@@H](c2cccc(F)c2)C(C(=O)OC)=C1C,16,0.8,0.1,3,-0.9,-0.2,0.7,0,-1.0,-1.1,-5
COc1ccc(-c2csc(/C(C#N)=C\c3ccc(O)c([N+](=O)[O-])c3)n2)cc1OC,0,-0.8,0.6,2,-1.6,-0.5,3.2,-2,-0.5,0.6,6
COc1ccc(CC(=O)NCCCSc2ccccc2)cc1OC,-4,-0.7,-0.1,-5,-1.2,-2.0,1.5,-1,-1.4,-0.6,-1
Cc1ccc2[nH]c(C(=O)N3CCN(c4cccc(Cl)c4)CC3)cc2c1,-1,0.6,-0.3,-5,-1.7,0.5,0.4,-1,-0.2,0.3,13
Cc1ccc(NC(=S)N(C)C(c2ccccc2)c2ccccc2)cc1C,0,0.6,2.1,-6,-1.5,-0.1,-1.1,-2,-1.3,-0.8,-2
CC(=O)N1CCc2cc(S(=O)(=O)N3CCOCC3)ccc21,2,3.1,0.3,6,-1.0,0.0,1.1,-1,-1.1,4.6*,0
Cc1cc2n(n1)C(c1cccs1)Nc1ccccc1-2 (stereo not given),8,0.6,0.8,-86,-1.0,0.4,-1.7,0,-2.2,0.1,6
Cc1ccccc1NC(=O)NCCc1c[nH]c2ccccc12,-69,-2.5,-2.9,-4,-0.7,-0.6,0.2,-3,-2.2,-1.6,-5
Oc1ccccc1-c1nc2cnccn2c1Nc1ccc2c(c1)OCCO2,8,-0.1,0.7,-18,-0.8,-0.6,0.3,-1,-0.7,0.4,4
CCOC(=O)c1cccnc1SCC(=O)N(C)c1ccccc1,4,2.7,-1.9,3,-1.4,-0.4,-1.1,-3,-1.1,-0.1,0
CCS(=O)(=O)Nc1ccc(C(=O)CC2(O)C(=O)Nc3ccc(Br)cc32)cc1 (stereo not given),0,-1.9,1.7,1,-0.2,-0.2,-0.4,2,-1.9,-0.5,-1
CCOC(=O)N1CCN(Cc2nc3ccc([N+](=O)[O-])cc3c(=O)n2-c2ccccc2F)CC1,-6,-1.6,-6.6,-2,-1.6,-1.5,-1.4,6,-1.2,-2.4,-6
O=C(NCc1ccccc1)c1ccc(NC(=O)C2CCC2)cc1,1,0.6,0.1,2,-1.3,0.2,0.4,-2,0.2,-1.1,-8
Cc1nnc(SCc2cccc([N+](=O)[O-])c2)s1,2,0.2,2.5,3,-1.2,0.4,4.3,-1,0.3,-0.1,4
CCOc1ccc(C(O)C(CN2CCOCC2)c2ccccc2)cc1 (stereo not given),4,0.1,-2.2,3,-0.7,-0.3,-2.2,1,-2.1,0.0,-1
Cc1[nH]c2ccccc2c1CC(=O)Nc1ccc(Nc2cccnc2)c(-c2cc(F)cc(F)c2)c1,-21,-1.2,-5.3,-34,-0.3,-0.9,.,-3,-0.2,.,-3
CCOc1ccc(C(=O)C[n+]2ccc(C(=O)NCCO)cc2)cc1,10,-1.7,-0.3,-78,-0.9,0.5,0.0,-3,-0.8,-0.7,1
Cc1ccccc1OCCC(=O)OCC(=O)Nc1ccc(C(N)=O)cc1,-5,1.9,-1.4,-8,0.3,-0.1,-1.9,2,-1.4,1.0,7
O=C1Nc2ccccc2C1C(C[N+](=O)[O-])c1ccccn1 (stereo not given),-1,1.2,0.4,-42,0.2,-0.1,2.2,-1,3.2,0.4,3
COc1ccc(CCn2c(C)cc(C(=O)CSc3nnnn3C)c2C)cc1,-1,-0.8,0.8,1,-0.8,-0.1,0.8,1,-0.6,-1.2,-1

Fetched one by one from the entries so far (two):
molecule,sPLA2-III inh,PG9 Ab binder,hgDAF12 agonist,PLC-beta3 inh,ssDAF12 agonist,DAX1 inh-1,GAA850 FXN act,SMARCA2 act,hcDAF-12 act,DAX1 inh-2,NR1D1 modulator
Cc1ccc(NC(=S)N(C)C(c2ccccc2)c2ccccc2)cc1C,0,0.6,2.1,-6,-1.5,-0.1,-1.1,-2,-1.3,-0.8,-2
COc1ccc(CCn2c(C)cc(C(=O)CSc3nnnn3C)c2C)cc1,-1,-0.8,0.8,1,-0.8,-0.1,0.8,1,-0.6,-1.2,-1

Single entries from the list:
Value of `CCOc1ccc(C(O)C(CN2CCOCC2)c2ccccc2)cc1` (stereo not given) in DAX1 inh-2: 0.0
Value of `COc1ccc(CCn2c(C)cc(C(=O)CSc3nnnn3C)c2C)cc1` in ssDAF12 agonist: -0.8
Value of `CCOC(=O)N1CCN(Cc2nc3ccc([N+](=O)[O-])cc3c(=O)n2-c2ccccc2F)CC1` in hcDAF-12 act: -1.2

(further entries)
molecule,sPLA2-III inh,PG9 Ab binder,hgDAF12 agonist,PLC-beta3 inh,ssDAF12 agonist,DAX1 inh-1,GAA850 FXN act,SMARCA2 act,hcDAF-12 act,DAX1 inh-2,NR1D1 modulator
O=C1c2ccccc2-c2nc3ccccc3n21,3&1,-2.4&0.3,0.8&4.5,-8&-9,-0.1&-0.3,0.0&1.4,0.3&-0.6,2&1,0.1&1.0,3.1&-0.6,-1&2
Cc1ccc(-n2c(Cc3cccn3C)nnc2SCC(N)=O)cc1,2,0.7,1.9,-6,-2.2,-0.6,1.4,-4,-1.4,0.5,2
COc1ccc(CC(=O)Nc2ccc(N3CCN(c4ccc(OC)cc4)CC3)c(C#N)c2)cc1,-6,9.1*,-0.6,-27,-1.6,-0.7,1.4,-2,-2.7,-1.5,8
Cc1nnc(SCc2cc(=O)n3[nH]cnc3n2)s1,-1,-3.0,-0.4,-2,-0.6,-0.4,-0.7,-2,-1.0,1.2,1
C/C(CC(=O)NCc1ccc(F)cc1)=N\NC(N)=S,13,-3.4,0.4,5,-0.8,0.0,1.3,0,-0.6,4.8*,8
COc1ccccc1NC(=S)NC(=O)C(C)C,9,-0.1,5.3,4,-1.4,0.3,0.2,-2,-1.5,0.2,3
COc1cc2[nH]cc(C(=O)NCCc3ccccc3)c(=O)c2cc1OC,-3,0.6,-1.7,-4,-1.6,-0.8,2.7,0,-2.2,-1.4,-4
CCOc1ccccc1CN1[C@@H](c2ccc(OC)cc2)CC(C(=O)OC)(C(=O)OC)[C@H]1c1ccccc1,3,-0.8,5.0,1,-1.2,0.2,.,-5,0.9,.,0
C[C@H](CO)N1C[C@H](C)[C@H](CN(C)S(=O)(=O)c2ccc3c(c2)OCCCO3)OCc2cnnn2CCCC1=O,-1,-3.0,-3.6,-2,-1.5,-0.1,1.0,-6,0.9,1.0,10
CCOC(=O)N1CCC(NC(=O)C2=CCN(S(=O)(=O)c3ccc(F)cc3)CC2)CC1,1,0.1,-1.9,-5,-1.6,0.2,2.1,-3,-2.6,-0.7,0
Cc1cccc(-c2nnc(SCC(=O)Nc3cccc4ccccc34)n2Cc2ccco2)c1,-26,.,2.7,4,-1.3,-1.4,.,-4,-3.0,.,6
Cc1ccc(CNC(=O)OC2CC3CC2[C@H]2CCCCN2C3=O)cc1 (stereo not given in full),13,-0.2,-2.2,0,-1.7,0.5,.,-3,-2.7,.,3
O=C(Nc1cccc(S(=O)(=O)N2CCCC2)c1)c1cncc(Br)c1,-3,0.0,-2.3,-2,-1.8,-1.0,-1.6,-3,-0.1,0.0,-7
CC1CCCCC12NC(=O)N(CC(=O)N1CCN(S(=O)(=O)c3cccs3)CC1)C2=O (stereo not given),2,2.1,-0.7,-1,-0.3,0.9,-2.4,1,-1.0,0.1,-2
COc1ccc2c(c1)nc(CN1CCN(CCO)CC1)n2C,-4,-2.1,0.5,-7,-0.9,-0.1,1.8,1,-0.4,2.4,-3
CC(NC(=O)C(C)(C)C)C(c1cccs1)N1CCOCC1 (stereo not given),14,-0.2,-3.6,-1,-2.1,0.3,1.5,-3,1.9,-1.1,-4
CN(C)S(=O)(=O)c1ccc2c(c1)C(=NO)c1cc(S(=O)(=O)N(C)C)ccc1-2,-4,0.6,3.0,-25,-0.9,-0.2,0.6,-1,-0.8,1.0,-1
CCC(=O)Nc1nnc(SCC(=O)NC2CCCC2)s1,9,1.3,0.0,-2,-0.3,-0.2,1.0,-2,-0.2,-0.2,0
CC(=O)Nc1cccc(NC(=O)c2cc(Cl)ccc2Cl)c1,0,-0.6,-1.0,1,-0.7,0.7,1.2,-3,0.6,0.7,1
COc1ccccc1NC(=O)CCCc1nc(-c2ccc(OC)c(OC)c2)no1,-5,-0.3,-6.1,-6,-2.2,-0.7,0.0,-3,-2.5,-0.3,-4
CCOC(=O)c1ccccc1NC(=O)CSc1ccc(-c2cccnc2)nn1,1,0.6,0.6,-7,-2.1,-0.4,1.8,-3,0.1,-0.1,-3
Cc1ccc(-n2c(C)nc3c(cnn3-c3ccc(C)c(C)c3)c2=O)cc1C,1,0.1,-2.5,3,-1.3,-0.2,1.3,0,1.9,0.5,-1
O=C(c1cnsn1)N1CCN(c2ccccc2)CC1,10,-1.0,-1.4,11*,-1.2,0.3,1.0,-3,-0.1,1.4,2
COc1ccc([N+](=O)[O-])cc1NC(=O)c1ccc(N(Cc2ccccc2C)S(C)(=O)=O)cc1,-3,-1.3,-0.3,3,-1.5,-0.4,-7.6,-1,1.0,-3.6,2
CCc1ccccc1NC(=O)C1CCN(S(=O)(=O)c2ccc3c(c2)N(C(C)=O)CCO3)CC1,5,-0.6,0.6,-9,-0.8,-0.3,-1.6,-1,-1.2,0.3,-7

Hits appear at their usual frequency. About 7% of those tested had a hit in this group.
